Screens (PubChem)
NSD2 block: inhibitors of human NSD2 methyltransferase; inhibition, % at 12.5 µM; 44,000 compounds, 0.07% hits; NSD2-SET H3K36me1 DELFIA fluorescence, biochemical; AID 624260; in the data active = inhibition above about 54%, passing the limit was not always enough;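 also: inhibitors reduce the monomethyl H3K36 fluorescence signal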
Target sequence (O96028 whole entry, looked up): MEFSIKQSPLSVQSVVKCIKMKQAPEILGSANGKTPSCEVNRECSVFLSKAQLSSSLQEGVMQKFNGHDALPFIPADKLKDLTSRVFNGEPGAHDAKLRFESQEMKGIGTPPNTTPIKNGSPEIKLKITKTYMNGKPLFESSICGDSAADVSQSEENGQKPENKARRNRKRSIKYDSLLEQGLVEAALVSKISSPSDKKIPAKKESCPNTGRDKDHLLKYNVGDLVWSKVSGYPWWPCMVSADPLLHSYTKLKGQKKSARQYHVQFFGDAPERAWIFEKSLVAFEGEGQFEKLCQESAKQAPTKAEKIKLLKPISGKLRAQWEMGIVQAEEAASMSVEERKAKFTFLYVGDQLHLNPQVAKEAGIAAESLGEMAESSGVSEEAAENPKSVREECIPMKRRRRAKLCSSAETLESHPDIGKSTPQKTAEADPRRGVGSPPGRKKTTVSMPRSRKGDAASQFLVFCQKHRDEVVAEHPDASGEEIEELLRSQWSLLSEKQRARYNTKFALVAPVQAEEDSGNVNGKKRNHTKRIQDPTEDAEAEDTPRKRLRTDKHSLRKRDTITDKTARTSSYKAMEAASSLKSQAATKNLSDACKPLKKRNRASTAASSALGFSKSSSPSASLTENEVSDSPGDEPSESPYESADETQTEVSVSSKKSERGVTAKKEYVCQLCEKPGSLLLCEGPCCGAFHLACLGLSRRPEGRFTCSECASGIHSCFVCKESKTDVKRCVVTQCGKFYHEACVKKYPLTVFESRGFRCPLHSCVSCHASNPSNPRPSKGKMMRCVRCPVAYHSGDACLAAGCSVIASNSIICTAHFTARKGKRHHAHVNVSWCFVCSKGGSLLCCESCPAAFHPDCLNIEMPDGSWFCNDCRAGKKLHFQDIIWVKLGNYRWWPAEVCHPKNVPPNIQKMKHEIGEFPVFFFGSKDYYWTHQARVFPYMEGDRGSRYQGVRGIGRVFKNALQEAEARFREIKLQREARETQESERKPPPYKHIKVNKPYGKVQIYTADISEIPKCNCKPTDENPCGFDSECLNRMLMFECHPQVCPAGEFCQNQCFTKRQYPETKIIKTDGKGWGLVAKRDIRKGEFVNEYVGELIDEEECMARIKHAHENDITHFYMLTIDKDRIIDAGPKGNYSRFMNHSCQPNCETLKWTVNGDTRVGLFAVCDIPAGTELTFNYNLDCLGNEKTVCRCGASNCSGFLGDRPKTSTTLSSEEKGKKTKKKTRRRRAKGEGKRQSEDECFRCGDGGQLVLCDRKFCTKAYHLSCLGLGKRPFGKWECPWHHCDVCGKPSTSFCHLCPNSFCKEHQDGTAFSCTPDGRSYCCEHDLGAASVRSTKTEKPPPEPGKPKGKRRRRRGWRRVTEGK
* hit, by the source's call. A portion of the library; the hit share may differ from the screen's.

NSD2 block	Compound
-1	CCCC#Cc1cnc2c(c1)C(=O)N([C@H](C)CO)C[C@H](C)[C@@H](CN(C)Cc1ccc3c(c1)OCO3)O2
-8	C[C@@H]1CN([C@H](C)CO)C(=O)Cc2cc(NC(=O)Nc3ccc(F)cc3)ccc2O[C@@H]1CN(C)CC1CCCCC1
0	O=C(N/N=C/c1ccc(OCc2ccccc2)cc1O)c1ccccc1O
-3	CN1OC(COC(=O)c2cc(Cl)cc(Cl)c2)CC12C1CC3CC(C1)CC2C3 (stereo not drawn)
-2	C[C@H](CO)N1C[C@H](C)[C@H](CN(C)CC2CCCCC2)Oc2ccc(NS(=O)(=O)c3ccccc3)cc2CC1=O
0	O=C(C[C@H]1C[C@@H]2c3cc(NC(=O)c4ccc5c(c4)OCO5)ccc3O[C@@H]2[C@@H](CO)O1)NCC1CC1
-3	CCCC#Cc1ccc2c(c1)O[C@@H](CN(C)S(C)(=O)=O)[C@H](C)CN([C@H](C)CO)S2(=O)=O
-1	COc1ccc(CN(C)C[C@H]2OCCCC[C@H](C)Oc3ccc(NC(=O)NC(C)C)cc3C(=O)N([C@H](C)CO)C[C@H]2C)cc1
4	COCC(=O)N(C)C[C@@H]1Oc2cc(C#Cc3ccccc3)ccc2S(=O)(=O)N([C@@H](C)CO)C[C@@H]1C
7	O=C(Nc1ccccc1)N[C@@H](Cc1ccccc1)Cn1cc(CN2C(=O)COC[C@H]2c2ccccc2)nn1
1	C[C@@H]1CCCCO[C@H](CN(C)S(=O)(=O)c2cn(C)cn2)[C@H](C)CN([C@H](C)CO)C(=O)c2cc(NS(C)(=O)=O)ccc2O1
1	C/C=C/c1ccc2c(c1)O[C@H](CN(C)Cc1ccccc1F)[C@H](C)CN([C@H](C)CO)S2(=O)=O
-5	COc1ccc(COC[C@@]23Oc4ccccc4[C@@H](NC(=O)N2C)[C@H]3COC(=O)c2ccc([N+](=O)[O-])cc2)cc1
0	O=C(C1=C[C@H](c2ccc(C(F)(F)F)cc2)C[C@H](OCc2ccc(CO)cc2)O1)N1CCCC1
3	C[C@H](CO)N1C[C@H](C)[C@@H](CN(C)C)Oc2ccc(NC(=O)Cc3cn(C)c4ccccc34)cc2CC1=O
-1	CCN(CC)c1ccc(/C=N/NC(=O)CCCCCCC(=O)Nc2ccccc2O)c(O)c1
3	COc1ccc(NC(=O)N(C)C[C@@H]2Oc3ncc(-c4cccnc4)cc3C(=O)N([C@H](C)CO)C[C@@H]2C)cc1
3	C[C@H](CO)N1C[C@H](C)[C@H](CN(C)C(=O)Nc2cccc3ccccc23)Oc2ncc(-c3ccc(F)cc3)cc2C1=O
-1	COCCOC(=O)N1C(=O)[C@@]2(c3ccccc31)[C@H](C(=O)N1CCc3cc(OC)c(OC)cc3C1)[C@H]1C(=O)O[C@H](c3ccccc3)[C@H](c3ccccc3)N1[C@@H]2c1ccccc1OCCO
-1	C[C@H](CO)N1C[C@H](C)[C@@H](CN(C)S(=O)(=O)c2ccccc2)Oc2ccc(NC(=O)C3CCCCC3)cc2CC1=O
5	CCO/N=[N+](\[O-])N1CCCC1
-1	COc1ccc(CN(C)C[C@@H]2Oc3ccc(NS(=O)(=O)c4ccc(Cl)cc4)cc3C(=O)N([C@@H](C)CO)C[C@H]2C)cc1
5	C[C@H]1CCCCO[C@H](CN(C)C)[C@@H](C)CN([C@@H](C)CO)C(=O)c2cc(NC(=O)Nc3ccc4c(c3)OCO4)ccc2O1
-3	C[C@H](CO)N1C[C@H](C)[C@@H](CN(C)Cc2ccc(Cl)c(Cl)c2)Oc2ccc(NS(=O)(=O)c3cn(C)cn3)cc2CC1=O
1	CNC[C@H]1Oc2ccc(NC(=O)Cc3ccccc3)cc2C(=O)N([C@@H](C)CO)C[C@@H]1C
9	C[C@@H]1CN([C@@H](C)CO)S(=O)(=O)c2ccc(-c3ccncc3)cc2O[C@H]1CN(C)C(=O)c1ccc2c(c1)OCO2
-1	C[C@@H]1CN([C@H](C)CO)C(=O)c2cc(NC(=O)c3ccncc3)ccc2O[C@@H](C)CCCCO[C@H]1CN(C)Cc1ccncc1
-3	C[C@H](CO)N1C[C@H](C)[C@@H](CN(C)C(=O)Nc2cccc3ccccc23)Oc2ccc(NC(=O)Nc3ccc(C(F)(F)F)cc3)cc2CC1=O
-3	CCOC(=O)N(C)C[C@H]1OCc2cnnn2CCCC(=O)N([C@H](C)CO)C[C@H]1C
10	C/C=C/c1cnc2c(c1)C(=O)N([C@@H](C)CO)C[C@H](C)[C@H](CN(C)C(=O)c1cnccn1)O2

Looked up above:
C/C=C/c1ccc2c(c1)O[C@H](CN(C)Cc1ccccc1F)[C@H](C)CN([C@H](C)CO)S2(=O)=O – NSD2 block = 1
O=C(C1=C[C@H](c2ccc(C(F)(F)F)cc2)C[C@H](OCc2ccc(CO)cc2)O1)N1CCCC1 – NSD2 block = 0
C[C@H]1CCCCO[C@H](CN(C)C)[C@@H](C)CN([C@@H](C)CO)C(=O)c2cc(NC(=O)Nc3ccc4c(c3)OCO4)ccc2O1 – NSD2 block = 5
C[C@H](CO)N1C[C@H](C)[C@@H](CN(C)C(=O)Nc2cccc3ccccc23)Oc2ccc(NC(=O)Nc3ccc(C(F)(F)F)cc3)cc2CC1=O – NSD2 block = -3
C[C@H](CO)N1C[C@H](C)[C@H](CN(C)CC2CCCCC2)Oc2ccc(NS(=O)(=O)c3ccccc3)cc2CC1=O – NSD2 block = -2
C[C@H](CO)N1C[C@H](C)[C@@H](CN(C)S(=O)(=O)c2ccccc2)Oc2ccc(NC(=O)C3CCCCC3)cc2CC1=O – NSD2 block = -1
C/C=C/c1cnc2c(c1)C(=O)N([C@@H](C)CO)C[C@H](C)[C@H](CN(C)C(=O)c1cnccn1)O2 – NSD2 block = 10

For reference, some entries already given:
NSD2 block	Compound
-1	CCCC#Cc1cnc2c(c1)C(=O)N([C@H](C)CO)C[C@H](C)[C@@H](CN(C)Cc1ccc3c(c1)OCO3)O2
-8	C[C@@H]1CN([C@H](C)CO)C(=O)Cc2cc(NC(=O)Nc3ccc(F)cc3)ccc2O[C@@H]1CN(C)CC1CCCCC1
0	O=C(N/N=C/c1ccc(OCc2ccccc2)cc1O)c1ccccc1O

Next part
NSD2 block	Compound
0	CCN(CC)CCCC(C)Nc1nc(C)cc(Nc2ccc3nc(C)cc(N)c3c2)n1 (stereo not drawn)
5	CCCCc1ccc2nc(NC(=O)OC)[nH]c2c1
0	C[C@@H]1CN([C@H](C)CO)C(=O)Cc2cc(NC(=O)Nc3cccc4ccccc34)ccc2O[C@H]1CN(C)Cc1ccc(Oc2ccccc2)cc1
-1	C[C@H]1CN([C@@H](C)CO)C(=O)CCCn2cc(nn2)CO[C@@H]1CN(C)Cc1cccc(O)c1
-6	C[C@H]1CN([C@@H](C)CO)C(=O)c2c(c3ccccc3n2C)-c2ccccc2CO[C@H]1CN(C)C(=O)[C@H]1CCCN1C
0	C[C@H]1CN([C@@H](C)CO)C(=O)c2cc(C#CC3CCCCC3)cnc2O[C@H]1CN(C)C(=O)Nc1ccccc1
15	C[C@H](CO)N1C[C@H](C)[C@H](CN(C)C(=O)CN(C)C)Oc2cc(C#Cc3ccccc3)ccc2S1(=O)=O
2	C[C@@H]1CN([C@@H](C)CO)S(=O)(=O)c2ccc(C#Cc3ccccn3)cc2O[C@H]1CN(C)Cc1cccc(F)c1
4	Cc1ccc(S(=O)(=O)Nc2cccc3c2O[C@@H](CN(C)C(=O)Nc2ccc(F)cc2)[C@H](C)CN([C@H](C)CO)C3=O)cc1
2	C[C@H](CO)N1C[C@H](C)[C@H](CN(C)C(=O)Cc2ccccc2)OCCCC[C@H](C)Oc2ccc(NS(=O)(=O)c3ccc(F)cc3)cc2C1=O
4	C[C@H]1CN([C@@H](C)CO)C(=O)Cc2cc(NC(=O)Cc3cn(C)c4ccccc34)ccc2O[C@H]1CN(C)S(=O)(=O)c1cccs1
11	CC(C)NC(=O)N(C)C[C@H]1Oc2ccc(N(C)C)cc2CC(=O)N([C@H](C)CO)C[C@H]1C
1	COc1ccc(S(=O)(=O)N(C)C[C@@H]2Oc3ccc(NC(=O)c4ccncc4)cc3C(=O)N([C@H](C)CO)C[C@H]2C)cc1
0	C[C@@H]1CCCCO[C@@H](CN(C)S(C)(=O)=O)[C@H](C)CN([C@H](C)CO)C(=O)c2cc(NC(=O)CCC(F)(F)F)ccc2O1
-2	O=C(CCCCCCC(=O)NOCc1ccccc1)NO
5	COc1ccc(CN(C)C[C@@H]2OCc3cn(nn3)CCCC(=O)N([C@@H](C)CO)C[C@@H]2C)cc1
0	C[C@H](CO)N1C[C@H](C)[C@@H](CN(C)S(=O)(=O)c2cccs2)Oc2ccc(NS(=O)(=O)c3ccccc3)cc2CC1=O
-8	C[C@H]1CN([C@@H](C)CO)C(=O)Cc2cc(NC(=O)C3CCCCC3)ccc2O[C@H]1CN(C)CC1CCCCC1
-2	C[C@H]1CN([C@@H](C)CO)C(=O)Cc2cc(NC(=O)Nc3ccc(C(F)(F)F)cc3)ccc2O[C@H]1CN(C)C(=O)Nc1cccc2ccccc12
-9	CCc1cccc(NC(=O)O[C@H]2[C@H](OC(=O)Nc3ccc4c(c3)OCO4)[C@@H](OC(=O)Nc3ccc4c(c3)OCO4)[C@@H](OC)O[C@@H]2CO)c1
2	C[C@@H]1CN([C@H](C)CO)S(=O)(=O)c2ccc(C3=CCCCC3)cc2O[C@@H]1CN(C)C
2	C[C@@H]1CCCCO[C@@H](CN(C)Cc2ccncc2)[C@@H](C)CN([C@@H](C)CO)C(=O)c2cc(NC(=O)Nc3ccc(C(F)(F)F)cc3)ccc2O1
-3	COC(=O)[C@@]1(Cc2ccccc2)COC(c2ccc(OCCCO)cc2)=N1
-4	O=C(NCc1nc2ccccc2[nH]1)C1=C[C@@H](c2ccc(C(F)(F)F)cc2)C[C@@H](OCc2ccc(CO)cc2)O1
-5	Cc1noc(C)c1S(=O)(=O)Nc1ccc2c(c1)C(=O)N([C@@H](C)CO)C[C@@H](C)[C@@H](CN(C)C(=O)Nc1ccc(F)cc1)O2
3	C[C@@H]1CN([C@H](C)CO)C(=O)c2cccc(NS(=O)(=O)c3ccccc3)c2O[C@@H]1CN(C)C
1	C[C@H]1CN([C@@H](C)CO)C(=O)c2cc(-c3cccnc3)cnc2O[C@H]1CN(C)C(=O)c1cccc(F)c1
1	COc1ccccc1S(=O)(=O)N(C)C[C@@H]1OCc2cnnn2CCCC(=O)N([C@@H](C)CO)C[C@@H]1C
3	COc1ccc(NC(=O)Nc2cccc3c2O[C@@H](CN(C)S(=O)(=O)c2ccc(F)cc2)[C@@H](C)CN([C@H](C)CO)C3=O)cc1
-3	CCn1c(COc2cccc3cccnc23)nnc1SCC(=O)OC
-2	Cc1cc(C(=O)Nc2cccc3c2O[C@@H](CN(C)C)[C@H](C)CN([C@@H](C)CO)C3=O)n(C)n1
0	CC(C)NC(=O)Nc1ccc2c(c1)CC(=O)N([C@@H](C)CO)C[C@H](C)[C@H](CN(C)C(=O)NC1CCCCC1)O2
-2	CC(C)C(C(=O)OC1CSCC1NC(=O)c1ccccc1)N1C(=O)c2ccccc2C1=O (stereo not drawn)
0	CC(C)CC#Cc1ccc2c(c1)O[C@H](CN(C)C)[C@@H](C)CN([C@@H](C)CO)S2(=O)=O
3	C[C@H](CO)N1C[C@H](C)[C@H](CN(C)S(C)(=O)=O)Oc2ncc(-c3ccccc3)cc2C1=O
1	C[C@@H]1CN([C@@H](C)CO)C(=O)Cc2cc(NC(=O)c3ccncc3)ccc2O[C@H]1CN(C)C(=O)Nc1ccc(C(F)(F)F)cc1
-11	C=C(C(=O)O[C@H]1C/C=C(/C)C[C@H](O)[C@H]2[C@H](C)C(=O)O[C@@H]2/C=C\1C)[C@@H]1CCC(=C)[C@@H]2C[C@H](O[C@@H]3O[C@H](CO[C@H]4OC[C@](O)(CO)[C@H]4O)[C@@H](O)[C@H](O)[C@H]3O)C(=C)[C@@H]2C1
-1	C[C@@H]1CN([C@H](C)CO)S(=O)(=O)c2ccc(C#CC3CC3)cc2O[C@H]1CN(C)C
-1	C[C@@H]1CN([C@H](C)CO)C(=O)c2cccc(NS(=O)(=O)c3cn(C)cn3)c2O[C@H]1CN(C)S(=O)(=O)c1cn(C)cn1
1	C[C@@H]1CN([C@H](C)CO)C(=O)c2cc(C#CCC3CCCC3)cnc2O[C@H]1CN(C)C(=O)c1cnccn1
-1	Cc1ccc(S(=O)(=O)N(C)C[C@@H]2Oc3ccc(NS(=O)(=O)c4ccc(F)cc4)cc3CC(=O)N([C@H](C)CO)C[C@@H]2C)cc1
-3	C[C@@H]1CN([C@H](C)CO)C(=O)Cc2cc(NC(=O)c3ccncc3)ccc2O[C@H]1CN(C)C(=O)NC1CCCCC1
2	C[C@@H]1CN([C@H](C)CO)C(=O)c2cccc(N(C)C)c2O[C@@H]1CN(C)C(=O)Nc1ccc2c(c1)OCO2
-5	C[C@@H]1CN([C@H](C)CO)C(=O)Cc2cc(NC(=O)Nc3ccc(C(F)(F)F)cc3)ccc2O[C@H]1CN(C)Cc1ccc2c(c1)OCO2
3	CCCN(C)C[C@@H]1Oc2ncc(C#CC3(O)CCCC3)cc2C(=O)N([C@@H](C)CO)C[C@@H]1C
4	Cc1noc(C)c1NC(=O)N(C)C[C@@H]1Oc2c(NS(C)(=O)=O)cccc2C(=O)N([C@H](C)CO)C[C@H]1C
4	C[C@H]1CN([C@@H](C)CO)C(=O)CCCn2cc(nn2)CO[C@@H]1CN(C)S(=O)(=O)c1ccc(Cl)cc1
-3	C[C@@H]1CCCCO[C@H](CN(C)C(=O)c2ccccc2)[C@H](C)CN([C@@H](C)CO)C(=O)c2cc(NC(=O)Cc3ccccc3)ccc2O1
8	CC(C)(C)[C@@H]1C=C(C(=O)N2CCN(Cc3ccc4c(c3)OCO4)CC2)O[C@H](OCc2ccc(CO)cc2)C1
4	C[C@H]1CN([C@@H](C)CO)C(=O)c2cccc(NC(=O)Nc3ccc4c(c3)OCO4)c2O[C@@H]1CN(C)Cc1ccncc1
